PvdQ acylase = P. aeruginosa PvdQ acylase inhibition; purified PvdQ acylase, fluorescence plate reader; inhibition, % at 10 µM; 340,000 compounds, 0.063% hits; in the data active = inhibition above about 30%, passing the limit was not always enough;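 also: 0% = vehicle neutral wells and 100% = reference inhibitor wells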
SR-BI DiI-HDL act = SR-BI HDL lipid transfer activation | CHO ldlA[mSR-BI] cells, DiI-HDL uptake fluorescence, 3 h; 100 = double the neutral-control signal | 320,000 compounds, 0.096% hits | AID 504775 | activation, % at 12.5 µM;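 active = mean replicate activation of at least 60% and every replicate at or above 60%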;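 also: 0% = median plate neutral-control signal and 100% = twice that signal; values of inactives mirror those of a sister screen read the other way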
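Test system: SR-BI-overexpressing, LDLR-lacking CHO cells; Medium: Ham's F12 with 0.5% BSA, HEPES 25 mM, pH 7.4; Schedule: 3 h, 37 °C; Technique: bottom-read fluorescence, 550/595 nm.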
CAL PDZ FP-1 = inhibitors of human CAL PDZ peptide binding. Q9HD26. purified CAL PDZ, TMR-peptide fluorescence polarization, 1 h. inhibition, % at 24.9 µM. 300,000 compounds, 0.92% hits. AID 602252;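 active = mean inhibition of at least 30% with at least half of replicates also reaching 30%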;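 also: 0% = DMSO neutral control and 100% = excess unlabeled competitor peptide PRC23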
PfHsp90 set2 = reduces growth (ATP signal) of yeast expressing P. falciparum Hsp90 | S. cerevisiae expressing PfHsp90, BacTiter-Glo ATP, 48 h; yeast lacking PDR1 and PDR3 efflux regulators | inhibition, % at 9.4 µM | 310,000 compounds, 0.32% hits | AID 504621;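 active = every replicate shows inhibition above about 80%, whatever the replicate mean, limit read from the data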;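 also: 0% = DMSO neutral controls and 100% = 20 µM radicicol positive controls; yeast relying on Plasmodium falciparum Hsp90 in place of its own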
Rtt109 HAT inh = C. albicans Rtt109 histone acetyltransferase inhibition; Q5AAJ8; purified Rtt109/Vps75, ThioGlo CoA-SH fluorescence, 4 h; inhibition, % at 34.9 µM; 330,000 compounds, 0.16% hits; AID 540336;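 active = inhibition of at least 50% in every replicate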
SR-BI DiI inh = inhibitors of mouse SR-BI mediated HDL lipid uptake; Q61009; ldlA[mSR-BI] CHO cells, DiI-HDL uptake fluorescence, 3 h; inhibition, % at 12.5 µM; 320,000 compounds, 0.96% hits; AID 488896;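 active = mean replicate inhibition of at least 70% and a set share of replicates each scoring 70 or more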;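 also: 0% = median of neutral control wells and 100% = median of positive control wells; values of inactives mirror those of a sister screen read the other way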
NSD2 inh = blocks human histone methyltransferase NSD2; AID 743445; inhibition, % at 12.5 µM; NSD2 peptide methylation, AlphaScreen, 120 min; 310,000 compounds, 0.54% hits; O96028; in the data active = inhibition above about 50%
MITF TRPM1 HTS = activators of MITF-driven TRPM1 promoter activity in SK-MEL-5 cells. SK-MEL-5 TRPM1-promoter luciferase, 24 h; % of positive control, neutral wells = 0. activation, % at 12.5 µM. 300,000 compounds, 0.75% hits;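 active = mean activation of at least 80% with every replicate also reaching 80%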;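 also: 0% = neutral control wells and 100% = parthenolide positive control wells; values of inactives mirror those of a sister screen read the other way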
CAL PDZ FP-2 = human CAL PDZ-peptide interaction inhibition; Q9HD26; purified CAL PDZ, TMR-peptide fluorescence polarization, 1 h; inhibition, % at 20 µM; 330,000 compounds, 0.02% hits; AID 504414;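 active = highest replicate inhibition of at least 40%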;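 also: plate controls were DMSO neutral control wells for no effect and unlabeled competitor peptide control wells for full effect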
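Material: tagged CAL PDZ protein CerCALP, purified; buffer or medium: sodium phosphate/NaCl buffer pH 7.4 with TCEP, IgG, Thesit; also added: fluorescent TMR peptide probe; schedule: 1 h incubation at room temperature before polarization reading; technique: fluorescence polarization from S- and P-plane intensities, G-factor corrected; control set: unlabelled peptide and DMSO controls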
dFosB act = enhances mouse delta FosB homodimer DNA binding; P13346; purified delta FosB, TAMRA-CDK5 oligo fluorescence polarization; percent of positive-control signal above neutral wells; activation, % at 25 µM; 340,000 compounds, 0.99% hits; AID 493131;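 active = mean activation above about 17%, with every replicate also reaching it, limit read from the data, passing the limit was not always enough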;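 also: fluorescence polarization rise as delta FosB binds a TAMRA Cdk5 AP-1 oligo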
* marks the source's active call; other numbers are inactive results; . = no result given.

SMILES | PvdQ acylase | SR-BI DiI-HDL act | CAL PDZ FP-1 | PfHsp90 set2 | Rtt109 HAT inh | SR-BI DiI inh | NSD2 inh | MITF TRPM1 HTS | CAL PDZ FP-2 | dFosB act
CNC(=O)c1cc2cccc(OC)c2oc1=O | 16 | 13 | -7 | 5 | 12 | -13 | -1 | -7 | . | 3
O=C(CCC1CCCC1)Nc1cccc(Cc2ccncc2)c1 | 0 | 4 | 6 | 6 | 6 | -4 | 3 | -5 | -0.5 | -1
Cc1nc(Nc2ccc(F)cc2)[nH]c(=O)c1CCC(C)C | -3 | 6 | 1 | 7 | 13 | -6 | 1 | -2 | 0.6 | -1
CCOC(=O)c1c(NC(=O)COc2ncnc3ccccc23)sc(C)c1C | -4 | -15 | -2 | 7 | -1 | 15 | 1 | -3 | -2.2 | 7
COc1ccc([C@@H]2[C@@H]3C(=O)N(C(C)(C)C)C(=O)[C@@H]3[C@]3(C)C(=O)N(c4cccc(Cl)c4)C(=O)N23)cc1 | -8 | 12 | -11 | -32 | 5 | -12 | . | 6 | -0.1 | -2
O=[N+]([O-])c1ccc(Cl)c(S(=O)(=O)Nc2ccc(-c3ccc(N4CCCC4)nn3)cc2)c1 | -12 | 14 | 6 | 7 | -54 | -14 | 2 | 1 | -4.3 | -8
Cc1ccc(C(C)C)c(OCC(=O)NN=C2CCCC(=O)C2)c1 | -7 | -21 | -6 | -6 | -3 | 21 | -1 | -5 | 0.1 | -5
Cc1ccc(S(=O)(=O)N2CCc3ccccc3C2)cc1 | 5 | 4 | -3 | -3 | -9 | -4 | -2 | 2 | -1.6 | 5
Cc1cc(C(=O)OCC(=O)NC2CCCCC2C)c2ccccc2n1 (stereo unspecified) | -11 | . | 2 | 28 | 0 | -1 | 1 | 5 | -3.2 | -10
COC(=O)c1ccc(NC(=O)CN(c2ccc(OC)cc2)S(C)(=O)=O)cc1 | 22 | -9 | -3 | -4 | 9 | 9 | -1 | 39 | -0.7 | 0
COc1ccc(C(=O)N2CCN(c3ccc(NC(=O)Cc4ccccc4)cc3)CC2)cc1 | -12 | -13 | -5 | -34 | -16 | 13 | 0 | -18 | -1.0 | 3
Fc1ccc(F)c(C2=NNC(=Nc3ccccc3F)SC2)c1 | -23 | -3 | . | -7 | 3 | 3 | 0 | 45 | 0.1 | -2
CCOc1ccc(NC(=O)C2CC(=O)N(C(C)C)C2)cc1 (stereo unspecified) | -15 | 5 | -5 | -44 | 4 | -5 | -1 | -1 | 0.4 | -2
O=C(O)COc1ccccc1C=NNC(=O)c1ccc(NS(=O)(=O)c2cccs2)cc1 | -5 | 10 | . | 20 | -1 | -10 | 2 | 9 | -0.7 | -2
CCCCOc1ccc(C2C(C(=O)c3ccc(C)o3)=C(O)C(=O)N2Cc2ccco2)cc1 (stereo unspecified) | 3 | 33 | -4 | . | 56* | -33 | 3 | 2 | -4.0 | -11
O=C(COC(=O)c1nc(Cl)ccc1Cl)c1ccccc1Cl | -2 | 3 | -8 | . | -17 | -3 | -1 | -1 | -4.2 | -6
Cc1ccc(OCc2cc(C(=O)NCc3cc(F)ccc3C)no2)cn1 | -7 | -16 | . | -22 | 0 | 16 | -4 | 34 | -0.6 | -10
COCCCNC(=O)c1c(N)n(/N=C/c2cccnc2)c2nc3ccccc3nc12 | -10 | 22 | -1 | -3 | -13 | -22 | 0 | 13 | -2.4 | -10
COC(=O)c1ccccc1NC(=O)N1CCN(c2ccc(F)cc2)CC1 | -8 | -10 | -2 | -120 | 7 | 10 | 0 | -4 | -2.5 | -3
COc1cc(-c2nnc(SC(C)C(=O)Nc3c(C)n(C)n(-c4ccccc4)c3=O)o2)cc(OC)c1OC (stereo unspecified) | -17 | -8 | . | . | -2 | 8 | 3 | -4 | -1.5 | 0
CC1(OC(=O)C2CCCC2)C(=O)C=C2C=C(c3ccsc3)N(c3ccccc3)C=C2C1=O (stereo unspecified) | -7 | -9 | 2 | 18 | 5 | 9 | . | 1 | 0.5 | -1
COC(=O)C1=C(C(=O)OC)[C@@H]2N(Cc3ccccc3)c3ccccc3[C@@]23C[C@@H](C(=O)OC)N(C(=O)CC(C)C)C3=N1 | -7 | 20 | -6 | . | 0 | -20 | . | 1 | -0.4 | -4
COc1ccc(OC)c(-c2csc(NC(=O)C3CSC4(C)CCC(=O)N34)n2)c1 (stereo unspecified) | 3 | -82 | -1 | 10 | 40 | 82* | 3 | -5 | -1.1 | -6
O=C(Nc1ccc(Br)cc1)c1ccc2ncsc2c1 | 0 | -33 | 2 | -168 | 0 | 33 | -2 | 30 | -3.2 | -4
N#C/C(=C/C1=C(N2CCOCC2)C(=C/c2ccc(Cl)cc2)/CC1)C(=O)Nc1ccccc1F | -18 | -48 | . | . | 16 | 48 | 0 | -32 | -0.6 | -18
Cc1c(/C(Cc2ccccc2)=N/O)c2ccccc2n1C | 0 | 4 | 1 | -1 | 0 | -4 | 0 | -16 | 1.0 | 1
CCCSc1nc(N2CCOCC2)c2c(c1C#N)CCCC2 | -12 | -52 | -5 | -30 | -2 | 52 | -2 | 5 | 0.5 | -8
OCC[C@H]1C[C@@H](O)[C@H](O)[C@@]2(OCCc3ccccc32)O1 | -1 | -2 | -1 | 22 | -9 | 2 | . | -20 | 0.0 | -2
COCCNC(=S)N/N=C(\C)c1ccc(OC(F)F)cc1 | -8 | . | . | 9 | -1 | . | . | 18 | -2.0 | -9
COc1cccc(-c2csc(/C(C#N)=C/Nc3cc4oc5ccccc5c4cc3OC)n2)c1 | -11 | 6 | 2 | . | -6 | -6 | . | -3 | -1.4 | -2
CCCNC(=O)C1=C(C)C(=O)OC12CCC(C)CC2 (stereo unspecified) | 9 | 22 | . | -6 | 2 | -22 | . | . | -0.7 | -5
O=C(CCCc1ccccc1)Nc1ccnn1C1CCN(Cc2ccccc2F)CC1 | -7 | 21 | -5 | -10 | 6 | -21 | -2 | -6 | 1.5 | -13
CC(C)c1cccc(OCC(=O)Nc2ccc(S(=O)(=O)Nc3ccccn3)cc2)c1 | -6 | -49 | -3 | -14 | -4 | 49 | 2 | -14 | -1.9 | -7
COC(=O)CC1C(=O)NCCN1C(=S)Nc1cccc(C)c1 (stereo unspecified) | -9 | 7 | 1 | -46 | 0 | -7 | -1 | -4 | -2.4 | -1
NC(=O)[C@@H]1CC2(CC(c3cccc(NC(=O)COc4ccc(Cl)cc4)c3)=NO2)CN1C(=O)c1ccccc1 (stereo partly specified) | -9 | -62 | -6 | -5 | -1 | 62 | . | 5 | -3.4 | -24
CSc1nc2ccccc2n1CC(=O)Nc1ccccc1 | -16 | 7 | -3 | -6 | 1 | -7 | 1 | 15 | . | -8
Cc1ccc(-n2nc(-c3ccco3)cc2C(=O)O)cc1 | -14 | . | -7 | 22 | 3 | . | 11 | 1 | -3.8 | -17
O=C1CC(C(=O)N2CCCc3ccccc32)CN1c1ccc(F)cc1 (stereo unspecified) | -8 | 2 | -2 | 3 | 6 | -2 | 0 | 9 | -1.7 | -2
COCCn1c(=N)c(C(=O)NCCc2ccc(OC)cc2)cc2c(=O)n3cccc(C)c3nc21 | -6 | 1 | 0 | 3 | -1 | -1 | 1 | 9 | -0.7 | 3
COCCCNc1oc(-c2ccccc2OC)nc1C#N | 1 | -17 | -4 | . | 7 | 17 | 1 | -3 | . | -4
Cn1cc(Cl)cc(C(=O)Nc2ccccc2)c1=O | -11 | . | -4 | -34 | 7 | . | 2 | 47 | -2.0 | -10
CC(NC(=O)[C@H](C)NC(=O)C1CC(=O)N(c2ccc3c(c2)OCO3)C1)c1ccccc1 (stereo partly specified) | 4 | 9 | -2 | 11 | 10 | -9 | -8 | -10 | -1.3 | 3
CCn1nc(C(=O)OC2CCOC2=O)c2ccccc2c1=O (stereo unspecified) | -3 | 17 | -3 | -7 | 2 | -17 | -6 | 5 | -1.0 | 1
Cc1ccc(S(=O)(=O)Nc2cc(=O)[nH]c(SCC(=O)Nc3ccccc3C(F)(F)F)n2)cc1 | -10 | . | -6 | -7 | -8 | . | -4 | -5 | -0.3 | 0
CCC12C(=O)C(CC)(C(c3ccccc3)=C1c1ccccc1)[C@@H]1C(=O)N(c3ccccc3)C(=O)C12 (stereo partly specified) | -28 | 30 | 2 | -11 | 11 | -30 | 1 | -2 | 0.3 | -8
Cc1[nH]n(-c2ccc(F)cc2)c(=O)c1C=Nc1ccc(S(=O)(=O)N(C)C)cc1 | -8 | 21 | -4 | 3 | 0 | -21 | 0 | -4 | -3.5 | -2
CCN(CC)Cc1c(C(=O)N/N=C/c2ccco2)nnn1-c1nonc1N | 11 | 12 | 4 | -5 | 11 | -12 | 0 | 4 | 1.7 | -5
Cc1ccc(S(=O)(=O)CCSC(=N)N)cc1 | -8 | -1 | 1 | 27 | . | 1 | . | -2 | -0.9 | -4

Whole records as entered above.
Record of Cc1ccc(S(=O)(=O)Nc2cc(=O)[nH]c(SCC(=O)Nc3ccccc3C(F)(F)F)n2)cc1 : PvdQ acylase = -10; SR-BI DiI-HDL act = .; CAL PDZ FP-1 = -6; PfHsp90 set2 = -7; Rtt109 HAT inh = -8; SR-BI DiI inh = .; NSD2 inh = -4; MITF TRPM1 HTS = -5; CAL PDZ FP-2 = -0.3; dFosB act = 0
Record of Cn1cc(Cl)cc(C(=O)Nc2ccccc2)c1=O : PvdQ acylase = -11; SR-BI DiI-HDL act = .; CAL PDZ FP-1 = -4; PfHsp90 set2 = -34; Rtt109 HAT inh = 7; SR-BI DiI inh = .; NSD2 inh = 2; MITF TRPM1 HTS = 47; CAL PDZ FP-2 = -2.0; dFosB act = -10

Next part.
SMILES | PvdQ acylase | SR-BI DiI-HDL act | CAL PDZ FP-1 | PfHsp90 set2 | Rtt109 HAT inh | SR-BI DiI inh | NSD2 inh | MITF TRPM1 HTS | CAL PDZ FP-2 | dFosB act
O=C(NNC(=O)c1ccccn1)c1ccc(OC(F)F)cc1 | -6 | 8 | -3 | 27 | -2 | -8 | -3 | 19 | 1.8 | -5
C=CCN1C(=O)/C(=C2/Sc3ccc(OC)cc3N2CC)SC1=S | -3 | -15 | . | -9 | -7 | 15 | -2 | -3 | 0.8 | -7
COc1ccccc1OCCOc1ccc(/C=C2/C(=N)N3OC(C)=CC3=NC2=O)cc1OC | -11 | -37 | 1 | . | 3 | 37 | 12 | . | -3.7 | -5
Cc1[nH]cnc1CSCCN | -7 | 14 | -4 | -6 | -1 | -14 | 0 | . | -0.7 | 11
Cc1c(Cl)cccc1NC(=O)COC(=O)c1c2c(nc3ccccc13)CCN(Cc1ccccc1)C2 | 7 | -46 | -17 | 1 | -3 | 46 | -1 | 2 | -1.5 | 0
COc1ccc(CCNC2=CC(=O)CC(C)(C)C2)cc1 | -18 | 4 | -3 | -16 | -3 | -4 | 0 | -1 | -0.9 | 1
Cc1noc(C(=O)NCc2ccc(F)cc2)c1Cl | 5 | 6 | 3 | 12 | 6 | -6 | . | 2 | -0.4 | -6
Clc1ccc(Oc2nc(Oc3ccc(Cl)cc3)nc(N3CCOCC3)n2)cc1 | 14 | -59 | . | . | 8 | 59 | -1 | 4 | 0.0 | -8

Source: PubChem BioAssay (Broad Institute)

Rows were taken by chance; about 4.3% have a hit in one of these screens.
